KCNK3 block – human KCNK3 channel inhibition, primary screen. CHO-KCNK3 thallium flux, FluxOR fluorescence; hits give low values. B-score at 10 µM. AID 602410. actives 0.84% (n = 340,000). O14649;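 active = B-score under library mean minus 4 SD, starting fluorescence ratio at most library mean plus 5 SD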;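 also: more negative B-score means stronger inhibition of thallium flux through KCNK3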
Target sequence (O14649 whole entry, looked up): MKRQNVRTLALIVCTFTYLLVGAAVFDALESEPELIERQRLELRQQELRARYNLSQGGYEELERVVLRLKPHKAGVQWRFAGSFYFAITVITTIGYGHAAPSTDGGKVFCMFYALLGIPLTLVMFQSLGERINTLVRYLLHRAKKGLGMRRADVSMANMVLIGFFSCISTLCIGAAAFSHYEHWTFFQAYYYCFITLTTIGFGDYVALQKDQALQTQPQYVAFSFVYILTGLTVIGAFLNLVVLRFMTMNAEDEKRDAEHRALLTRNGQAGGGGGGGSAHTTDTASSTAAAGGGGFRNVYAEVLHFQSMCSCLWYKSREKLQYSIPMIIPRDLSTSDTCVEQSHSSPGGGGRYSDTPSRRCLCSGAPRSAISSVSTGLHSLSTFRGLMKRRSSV
RGS4 pot – RGS4 potentiation or activation; actives 0.92% (n = 310,000); AID 463111; B-score at 10 µM; HEK293 M3R/inducible RGS4, carbachol calcium flux Fluo4; hits give low values;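 active = B-score of the integrated calcium signal more than 4 SD below the library mean, with starting fluorescence not abnormally high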;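 also: negative B-score means reduced calcium response which marks RGS4 activation or potentiation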
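System: HEK293 FlpIn-TREx cells, stable M3R, doxycycline-inducible RGS4. Timing: overnight RGS4 induction, 30 min dye load 37 °C, 20 min compound RT. Also added: carbachol, ECmax concentration. Measured by: Fluo4 fluorescence kinetic imaging of calcium. Evaluation: integrated calcium ratio converted to B score.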
DYRK1A inh – inhibitors of rat Dyrk1A kinase; Q63470; ADP-Glo luminescence, NFATc1 peptide; inhibition, % at 12.5 µM; actives 0.43% (n = 310,000); AID 504441; in the data active = inhibition above about 50%;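 also: plate controls were vehicle with enzyme for no effect and no enzyme for full effect; many of its hits are not listed in these tables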
KCNQ1 block – blocks the human KCNQ1 potassium channel | actives 1.3% (n = 310,000) | B-score at 10 µM | P51787 | AID 2642 | CHO-K1 KCNQ1, FluxOR thallium flux fluorescence; hits give high values;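 active = compounds whose thallium flux B-score, printed positive for inhibition, exceeds three library SD while starting fluorescence stays within three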;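 also: channel opened by potassium depolarization with thallium stimulus after 20 min compound exposure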
PolyA inhibitor – blocks polyadenylation in yeast reporter cells; S. cerevisiae SKY197-pL101 polyadenylation reporter, beta-gal luminescence; efflux-impaired pdr1/pdr3 knockout yeast; score 100 = 6 SD above DMSO; calls only at 12 µM; actives 0.02% (n = 300,000);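 active = lowest replicate activity score at least 50, where 100 means six control SD above control mean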;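 also: yeast exposed to compound for 9 h at 30 °C; higher score means more reporter readthrough which indicates perturbed polyadenylation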
GSK3A inh – inhibitors of human GSK-3 alpha kinase; P49840; ADP-Glo luminescence, 60 min; actives 0.1% (n = 320,000); inhibition, % at 10 µM;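 in the data active = inhibition above about 50%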;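 also: GST-tagged GSK-3 alpha with peptide substrate and 25 µM ATP; 0% = DMSO neutral wells and 100% = GW8510 positive control wells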
Target sequence (P49840 whole entry, looked up): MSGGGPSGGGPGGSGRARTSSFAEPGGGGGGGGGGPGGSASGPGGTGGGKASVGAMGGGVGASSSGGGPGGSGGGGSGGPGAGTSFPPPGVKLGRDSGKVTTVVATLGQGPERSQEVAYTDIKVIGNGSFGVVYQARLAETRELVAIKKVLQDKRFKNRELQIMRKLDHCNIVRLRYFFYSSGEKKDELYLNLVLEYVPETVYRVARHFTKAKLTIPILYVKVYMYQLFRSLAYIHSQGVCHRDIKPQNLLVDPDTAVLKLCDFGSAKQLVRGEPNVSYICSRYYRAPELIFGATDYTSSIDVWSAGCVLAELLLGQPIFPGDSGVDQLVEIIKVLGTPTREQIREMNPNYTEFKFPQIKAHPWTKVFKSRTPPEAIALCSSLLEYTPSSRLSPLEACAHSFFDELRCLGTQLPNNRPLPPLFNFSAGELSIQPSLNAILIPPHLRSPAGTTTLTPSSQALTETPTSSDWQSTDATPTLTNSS
RGS4 block – human RGS4 inhibition. HEK293 M3R/RGS4 inducible, Fluo-4 calcium flux; hits give high values; triggered by carbachol at its EC20. B-score at 10 µM. actives 0.45% (n = 310,000). AID 463165;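 active = B-score, a plate-corrected calcium signal, over three deviations above library mean, with baseline fluorescence within five deviations of library mean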;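 also: RGS4 expression induced by doxycycline in cells with stable M3 receptor; B-score is computed from the integrated fluorescence ratio over baseline after carbachol; higher B-score means a larger calcium signal and so more RGS4 inhibition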
Target sequence (P49798 whole entry, looked up): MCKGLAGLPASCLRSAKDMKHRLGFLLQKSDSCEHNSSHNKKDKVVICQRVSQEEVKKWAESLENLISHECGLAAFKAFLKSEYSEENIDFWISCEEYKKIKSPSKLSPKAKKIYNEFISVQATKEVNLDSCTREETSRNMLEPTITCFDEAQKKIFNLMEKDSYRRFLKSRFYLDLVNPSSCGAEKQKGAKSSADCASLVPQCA
KCNQ1 act – potentiates or activates the human KCNQ1 potassium channel; P51787; CHO-K1 KCNQ1, thallium flux FluxOR fluorescence; hits give high values; B-score at 10 µM; actives 0.35% (n = 310,000);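 active = fluorescence ratio B-score, a plate-corrected score, at least three library SD, with initial intensity B-score within 5 SD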
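Doses: Single concentration per compound, DMSO matched to controls | Test system: KCNQ1-transfected CHO-K1 cells | Timing: 90 min dye loading and 20 min compound exposure, both at room temperature | Measured by: Kinetic FluxOR thallium fluorescence, 10-s 1-Hz baseline, 110-s post-stimulus read | Medium: Assay buffer with matched DMSO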
KCNK9 block – blocks the human KCNK9 two-pore domain potassium channel | Q9NPC2 | HEK293 KCNK9, FluxOR thallium flux fluorescence; hits give low values | B-score at 10 µM | actives 1.2% (n = 310,000) | AID 488922;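 active = ratio B-score over 3 SD below the library mean, with starting fluorescence within 5 SD of its mean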;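 also: negative B-score means less thallium flux so channel inhibition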
hERG rescue – compounds protecting human hERG from proarrhythmic drug block; activation (rescue from dofetilide block), less the hit threshold, % at 10 µM; Q12809; actives 0.51% (n = 310,000); AID 1511; CHO-hERG, FluxOR thallium flux, dofetilide IC70 present;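 active = activation above the mean of controls blocked by dofetilide plus 5 SD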;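 also: thallium influx through hERG after potassium depolarization seen as dye fluorescence rise; in these data hits start at about 4.7%; inactives centre near -7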
GSK3beta inhib – inhibitors of human GSK3beta kinase | P49841 | GST-GSK3beta kinase, ADP-Glo luminescence, 60 min; hits give low values | activity score (negative = inhibition), % at 10 µM | actives 0.038% (n = 300,000) | AID 2097;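 active = more than half of replicate wells score below -50%, meaning over 50% inhibition versus plate controls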;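 also: 0% = median DMSO wells and -100% = median GW8510 positive control wells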
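Test system – GST-tagged human GSK3beta kinase, cell-free · Incubation – 60 min enzyme reaction, room temperature · Signal – ADP-Glo luminescence · Also added – peptide substrate and ATP at 25 µM · Controls – DMSO neutral wells and GW8510 at 20 µM as positive · Buffer or medium – Tris/MgCl2 kinase buffer · Measure – Luminescence-derived activity versus plate DMSO and GW8510 wells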
The depositor's hits bear a star; i = inactive; x = no result given. An excerpt. The share of hits here may be higher or lower than overall.

SMILES	KCNK3 block	RGS4 pot	DYRK1A inh	KCNQ1 block	PolyA inhibitor	GSK3A inh	RGS4 block	KCNQ1 act	KCNK9 block	hERG rescue	GSK3beta inhib
Cc1ccc(C)c(C(=O)COC(=O)CNS(=O)(=O)c2ccccc2)c1	i	i	16	i	i	-4	i	i	i	-16	1
COc1ccc(-c2nn(-c3ccccc3)cc2/C=C\C(=O)Nc2ccc(C(=O)O)cc2)cc1	i	i	4	i	i	0	i	i	i	-33	1
CC(=O)Nc1ccc(S(=O)(=O)Nc2ccc(Nc3ccccc3)cc2)cc1	i	i	-2	i	i	-4	i	i	i	-6	7
Cc1ccc(Cl)cc1N(CC(=O)Nc1cccc(N(C)S(C)(=O)=O)c1)S(C)(=O)=O	i	i	0	i	i	-1	i	i	i	-18	0
CCc1nnc(SCC(=O)N2CCCC(N3CCN(c4ccccc4C)CC3)C2)o1 (stereo not drawn)	i	i	-8	i	i	5	i	i	i	-8	0
COc1cccc(C(=O)NCc2ccc3c(c2)OCO3)c1OC	i	i	-5	i	i	-2	i	i	i	-2	1
CCC(C(=O)NCCN1CCOCC1)n1nc(C)n2c(cc3sccc32)c1=O (stereo not drawn)	i	i	4	i	i	-1	i	i	i	-3	1
Cc1cc(C(=O)Nc2ccon2)ccc1[N+](=O)[O-]	i	i	x	i	i	-1	i	i	i	-6	-1
CCOc1ccccc1NC(=O)C(OC(=O)c1ccccc1NS(=O)(=O)c1cccs1)c1ccccc1 (stereo not drawn)	i	i	0	i	i	-2	i	i	i	-4	-3
CNC(=O)CSc1nc2ccccc2c(=O)n1CCc1ccccc1	i	i	-3	i	i	0	i	i	i	-1	-2
CC(C)CNC(=S)NC1CC2CCCC(C1)N2C1CCCCC1 (stereo not drawn)	i	i	x	i	i	-2	i	i	i	-5	0
COc1cc(/C=C/C(=O)N2CCc3ccccc3C2)cc(OC)c1OC	i	i	x	i	i	-3	i	i	i	-3	-6
Cc1ccc(NC(=O)OCC(F)(F)C(F)F)cc1NC(=O)OCC(F)(F)C(F)F	i	i	-2	i	i	2	i	i	i	-6	1
O=C(O)c1cc(-c2ccccc2)n(-c2ccccc2)n1	i	i	1	i	i	-5	i	i	i	-7	4
Clc1ccccc1N1CCN(c2ncnc3nc[nH]c23)CC1	i	i	7	i	i	-1	i	i	i	-3	1
O=c1[nH]c(SCc2cccc(F)c2)nc2c1CCCC2	i	i	8	i	i	x	i	i	i	-6	1
CCCCn1c(SCC(=O)N2CCOCC2)nnc1-c1cccs1	i	i	2	i	i	-1	i	i	i	-10	1
O=C(CCN1C(=O)/C(=C\c2cccs2)SC1=S)Nc1nccs1	i	i	5	i	i	1	i	i	i	2	-5
O=C(COc1ccc2ccc(=O)oc2c1)NCCCN1CCCC1=O	i	i	-4	i	i	-1	i	i	i	-12	-2
Cc1c(C#N)c2ccccc2n1CC(=O)N1CCc2ccccc2C1	i	i	-6	i	i	-1	i	i	i	-10	0
CC1(C)CN(c2cccc(-c3ccnc4ncnn34)c2)C1=O	i	i	-5	i	i	-2	i	i	i	0	1
CCOC(=O)N1CCC(N2C(=O)c3ccccc3C2Nc2ccc(S(=O)(=O)N(CC)CC)cc2)CC1 (stereo not drawn)	i	i	0	i	i	-2	i	i	i	-26	1
Cc1ccc2cc(C#N)c(NCCNC(=O)C3CCC3)nc2c1C	i	i	21	i	i	1	i	i	i	-1	-5
COCCCn1c(=O)/c(=C\c2ccccc2OC(F)F)s/c1=C(/C#N)C(=O)N1CCOCC1	i	i	-2	i	i	-4	i	i	i	-9	1
Cc1ccsc1C(=O)OCC(=O)NCCC1=CCCCC1	i	i	-4	i	i	1	i	i	i	-5	5
CCN(CC)C(=O)CNc1ccc(C(F)(F)F)cc1[N+](=O)[O-]	i	i	-3	i	i	0	i	i	i	-5	0
O=C(c1cccs1)C1CCCN(Cc2nc(Cc3ccccc3F)no2)C1 (stereo not drawn)	i	i	2	i	i	-4	i	i	i	-10	1
O=S(=O)(c1ccccc1)c1cnn2c(C(F)(F)F)cc(-c3ccccc3)nc12	i	i	-5	i	i	2	i	i	i	-19	4
Cc1ccc(NC(=O)CCS(=O)(=O)c2ccc3c(c2)NC(=O)C(C)S3)cc1Cl (stereo not drawn)	i	i	x	i	i	-1	i	i	i	-7	-1
COc1c2c(nc3occc13)C(CC=C(C)C)(OC)C(OC(C)=O)CC2 (stereo not drawn)	i	i	1	i	i	2	i	i	i	-4	1
CCNS(=O)(=O)c1ccc(CCC(N)=O)cc1	i	i	1	i	i	2	i	i	i	-11	-2
COc1cccc(CN(C)CC(=O)NNC(=O)c2ccc(Cl)cc2)c1	i	i	3	i	i	2	i	i	i	-3	-1
COc1ccc(Cl)cc1NC(=O)CCS(=O)(=O)c1cc2c(cc1C)NC(=O)CO2	i	-7*	-1	i	i	-5	i	i	i	-13	7
CC(C)(C)c1ccc(C(=O)N2CCN(c3ncccn3)CC2)cc1	i	i	-6	i	i	-2	i	i	i	-12	3
COc1cc(/C=C/C(=O)OCC(=O)Nc2ccc3c(c2)OCCO3)ccc1O	i	i	-2	i	i	-3	i	i	i	-7	-3
COC(=O)C1(C)NC(c2cccs2)C2C(=O)N(c3ccccc3F)C(=O)C21 (stereo not drawn)	i	i	-6	i	i	-1	i	i	i	-15	-4
O=C(CN1CCN(c2ccc(Cl)cc2)CC1)c1ccc2c(c1)OCO2	i	i	6	i	i	-3	i	i	i	-8	3
CN1C(=O)c2ccc(NC(=O)c3cccc4ccccc34)cc2C1=O	i	i	-1	i	i	0	i	i	i	-5	2
CCOc1ncccc1C(=O)OCc1cccc([N+](=O)[O-])c1	i	i	3	i	i	-4	i	i	i	-7	1
Cc1cccc(NC(=O)C2CCCN(C(=O)Nc3ccc(F)cc3)C2)c1 (stereo not drawn)	i	i	2	i	i	-3	i	i	i	-4	3
Cc1ccc(-n2cnc3c(sc4nc(N5CCOCC5)c5c(c43)CCCC5)c2=O)cc1	i	i	x	i	i	-1	i	i	i	-11	5
CCC1CCCCN1Cc1ccc(OC)c(C)c1 (stereo not drawn)	i	i	-1	i	i	-3	i	i	i	-9	3
Cc1cccc(/N=C/c2c(O)cc(C)oc2=O)n1	i	i	5	i	i	2	i	i	i	0	-3
CC(C)(C)C(=O)Nc1ccc(S(=O)(=O)Nc2nccs2)cc1	i	i	-1	i	i	2	i	i	i	-6	-1
COc1ccc(N2CCN(C(=O)CN(c3ccc(OC)cc3)S(=O)(=O)c3ccccc3)CC2)cc1	i	i	-6	i	x	3	i	i	i	-18	0
CCC(=O)NNC(=S)NC(=O)c1ccc(C)cc1	i	i	1	i	i	0	i	i	i	-5	2
CC(=O)NS(=O)(=O)c1ccc(NC(=O)c2oc3c(Cl)cccc3c2C)cc1	x	i	x	i	i	0	i	i	i	-7	4
CCCNC(=O)C1CCC(CNS(=O)(=O)c2ccc3c(c2)N(C(C)=O)CCO3)CC1 (stereo not drawn)	i	i	-1	i	i	1	i	i	i	-8	3
OC1(c2ccc(Br)cc2)CCNCC1	i	i	9	i	i	-1	i	i	i	-3	3
CN(C)CCNC(=O)c1ccccc1-c1ccccc1	i	i	6	i	i	-4	i	i	i	-5	1

Additional results follow.
SMILES	KCNK3 block	RGS4 pot	DYRK1A inh	KCNQ1 block	PolyA inhibitor	GSK3A inh	RGS4 block	KCNQ1 act	KCNK9 block	hERG rescue	GSK3beta inhib
CC1Cc2nc(SCC(=O)Nc3nccs3)n(C)c(=O)c2S1 (stereo not drawn)	i	i	-4	i	i	3	i	i	i	-12	2
Cc1ccnc(NC(=O)CCC(=O)N(CC(=O)NC(C)(C)C)Cc2ccc3c(c2)OCO3)c1	i	i	6	i	i	15	i	i	i	-10	-1
O=C(c1cccc(Cl)c1)N1CCN(Cc2ccc3c(c2)OCO3)CC1	i	i	4	i	i	0	i	i	i	-7	0
O=C(NC1CC1)c1cc2cc(Br)ccc2s1	i	i	3	i	i	-2	i	i	i	-10	1
COc1ccccc1CNC(=O)c1nn(-c2ccc(C)cc2)c(=O)c2c1c1ccccc1n2C	i	i	-4	i	i	1	i	i	i	-10	-3
COc1ccc(OCc2cc(C(=O)NCC3CCOCC3)no2)c(Cl)c1	i	i	-1	i	i	-1	i	i	i	-7	-4
Cc1cc(Oc2ccc3ccccc3c2)nc(SCC(=O)c2ccccc2)n1	i	i	-2	i	i	0	i	i	-13*	-10	0
CC1Sc2ccc(C(=O)Nc3ccc(S(=O)(=O)N(C)C)cc3)cc2NC1=O (stereo not drawn)	i	i	12	i	i	1	i	i	i	-12	-2
Cc1ccc(NC(=O)CCc2ccc(S(=O)(=O)N3CCOCC3)cc2)c(C)c1	i	i	-1	i	i	-3	i	i	i	-14	3
C/C(=N\Nc1ccc(S(=O)(=O)N2CCOCC2)cc1[N+](=O)[O-])C(C)C	i	i	-8	i	i	-1	i	i	i	-8	0

Structural class: the compounds so far with an NH in an aromatic ring
SMILES	KCNK3 block	RGS4 pot	DYRK1A inh	KCNQ1 block	PolyA inhibitor	GSK3A inh	RGS4 block	KCNQ1 act	KCNK9 block	hERG rescue	GSK3beta inhib
Clc1ccccc1N1CCN(c2ncnc3nc[nH]c23)CC1	i	i	7	i	i	-1	i	i	i	-3	1
O=c1[nH]c(SCc2cccc(F)c2)nc2c1CCCC2	i	i	8	i	i	x	i	i	i	-6	1

(listing goes on)
SMILES	KCNK3 block	RGS4 pot	DYRK1A inh	KCNQ1 block	PolyA inhibitor	GSK3A inh	RGS4 block	KCNQ1 act	KCNK9 block	hERG rescue	GSK3beta inhib
COC(=O)c1ccc(C(=S)N2CCOCC2)cc1	i	i	4	i	i	-2	i	i	i	-7	1
CC(NC(=S)N1CCOCC1)c1ccccc1 (stereo not drawn)	i	i	-1	i	i	-2	i	i	i	-3	-3
CNc1c(N=Cc2cccnc2)c(=O)n(C)c(=O)n1C	i	i	0	i	i	-1	i	i	i	-9	0
CCOc1c2ccc(C(=O)NCc3ccc(OC(F)(F)F)cc3)cc2nn1CC	i	i	-1	i	i	-2	i	i	i	-13	1
CC(NC(=O)c1cc2ccccc2oc1=O)c1ccccc1 (stereo not drawn)	i	i	11	i	i	-1	i	i	i	-9	0

Assay outcomes: PubChem, several laboratories
